# Bioassay records deposited in PubChem by Sanford-Burnham Center for Chemical Genomics.
# HKDC1 inh: inhibitors of human hexokinase HKDC1; Q2TB90; recombinant HKDC1, G6PDH/diaphorase resazurin coupled fluorescence; inhibition, % at 20 µM; 340,000 compounds, 0.16% hits; AID 493160;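 active means inhibition above about 35% when tested at 20 µM, limit read from the data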;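 further: plate controls were DMSO wells with enzyme for no effect and DMSO wells lacking enzyme for full effect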
#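 test system = in-house recombinant HK5 (HKDC1) enzyme | amount = HKDC1 at 5 µg/mL | control set = DMSO-enzyme wells negative, buffer-substituted wells positive | compound = one dose of 20 µM, 1% DMSO | schedule = reaction time 90 min, room temperature, protected from light | technique = resorufin fluorescence at 613 nm | reagent = glucose with 1 mM ATP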
# SENP7 inh: SENP7 protease inhibition; Q9BQF6; recombinant SENP7, Z-RLRGG-aminoluciferin luminescence, 40 min; inhibition, % at 5 µM; 330,000 compounds, 1.5% hits;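 active means inhibition above about 50% at the single test dose, limit read from the data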;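 further: plate controls were DMSO with enzyme for no effect and no enzyme buffer wells for full effect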
# Target sequence (Q9BQF6 706-1050 limits assumed): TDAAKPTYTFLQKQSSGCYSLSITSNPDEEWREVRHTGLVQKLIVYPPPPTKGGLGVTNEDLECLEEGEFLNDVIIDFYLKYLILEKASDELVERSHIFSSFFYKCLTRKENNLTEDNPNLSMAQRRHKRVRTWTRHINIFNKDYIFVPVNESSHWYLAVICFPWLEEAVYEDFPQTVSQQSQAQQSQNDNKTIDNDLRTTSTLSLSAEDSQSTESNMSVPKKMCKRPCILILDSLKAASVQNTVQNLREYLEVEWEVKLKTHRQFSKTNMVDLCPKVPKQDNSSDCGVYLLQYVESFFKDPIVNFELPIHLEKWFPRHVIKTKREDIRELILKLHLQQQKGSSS
# UBC13 polyUb: inhibitors of human UBC13 polyubiquitin chain formation | P61088 | TR-FRET | inhibition, % at 20 µM | 330,000 compounds, 0.47% hits; in the data active means inhibition above about 45%, passing the limit was not always enough
# beta cell repl: inducers of beta-cell replication in MIN6 cells | 330,000 compounds, 0.29% hits | MIN6 cells proliferation, ATPlite luminescence, 48 h; cells starved in 0.2% serum; 100% = growth in 10% serum | proliferation, % at 10 µM | AID 2380;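 active means compounds whose signal lies at least 3.5 SD above the mean of all wells on their plate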;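 further: 0% = DMSO-treated cells in low-serum medium and 100% = 10% serum control; some compounds called inactive have numbers as strong as hits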
# SENP1 FRET inh: SENP1 (human) catalytic domain inhibition; AID 624204; Q9P0U3; recombinant SENP1 catalytic domain, CyPet-SUMO1-YPet FRET cleavage; inhibition, % at 10 µM; 360,000 compounds, 0.21% hits;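 active means inhibition at least 30% at 10 µM, raw YFP signal under a set limit, fluorescence ratio 0.5 to 1.5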;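 further: 0% = enzyme with DMSO and 100% = no enzyme wells; some results filed as inactive read as strong as hits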
# Target sequence (Q9P0U3 419-644 limits assumed): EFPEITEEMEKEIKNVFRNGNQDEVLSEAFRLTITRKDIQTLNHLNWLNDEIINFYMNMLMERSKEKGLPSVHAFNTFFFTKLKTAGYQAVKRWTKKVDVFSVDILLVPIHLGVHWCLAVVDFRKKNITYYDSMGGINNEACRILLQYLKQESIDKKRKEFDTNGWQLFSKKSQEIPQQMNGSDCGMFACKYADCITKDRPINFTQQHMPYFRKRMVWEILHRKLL
#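 system = hSENP1 catalytic domain, recombinant | reagent = SFCypet-SUMO1-SFYpet substrate at 25 nM | doses = one dose per compound, 10 µM, 0.5% DMSO | incubation = enzyme reaction for 50 min at room temperature, dark | measured by = FRET, CFP and YFP emission | controls = no-enzyme low, enzyme-DMSO high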
# SENP6 inh: inhibitors of human SENP6 protease. inhibition, % at 10 µM. Recombinant SENP6 catalytic domain, aminoluciferin luminescence. 330,000 compounds, 1.8% hits;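 active means inhibition above about 50% at the single tested dose, limit read from the data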;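 further: plate controls were DMSO wells with enzyme for no effect and DMSO wells lacking enzyme for full effect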
# Target sequence (Q9GZR1 628-1112 limits assumed): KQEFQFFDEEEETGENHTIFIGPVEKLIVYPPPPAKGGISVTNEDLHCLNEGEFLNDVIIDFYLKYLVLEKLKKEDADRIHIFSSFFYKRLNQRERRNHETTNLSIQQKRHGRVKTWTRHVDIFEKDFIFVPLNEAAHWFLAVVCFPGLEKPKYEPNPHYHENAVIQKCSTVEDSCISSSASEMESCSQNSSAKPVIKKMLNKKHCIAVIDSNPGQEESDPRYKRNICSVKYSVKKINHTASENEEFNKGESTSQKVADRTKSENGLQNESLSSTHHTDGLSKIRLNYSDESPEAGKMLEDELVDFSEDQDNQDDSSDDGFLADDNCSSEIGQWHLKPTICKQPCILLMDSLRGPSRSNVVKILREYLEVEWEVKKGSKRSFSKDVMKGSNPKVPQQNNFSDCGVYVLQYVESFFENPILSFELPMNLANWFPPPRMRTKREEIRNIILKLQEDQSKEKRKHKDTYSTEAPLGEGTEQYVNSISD
# PfGluPho inh: PfG6PD (Plasmodium falciparum) enzyme inhibition; PfGluPho enzyme, NADPH resazurin-diaphorase fluorescence; 350,000 compounds, 0.78% hits; AID 504690; inhibition, % at 20 µM;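 active means inhibition reaching at least a set limit at 20 µM in the primary screen, cut at about 59% in these data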;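 further: 0% = DMSO wells with substrate and 100% = DMSO wells lacking glucose-6-phosphate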
# SENP8 block-1: SENP8 (human) protease inhibition; Q96LD8; recombinant SENP8, Nedd8 substrate fluorescence; inhibition, % at 20 µM; 360,000 compounds, 0.64% hits; AID 602440; in the data active means inhibition mostly above about 40%, no sharp cut-off; inactive means mostly below about 27%
# SENP8 block-2: blocks the human protease SENP8. Q96LD8. purified SENP8, Z-RLRGG-aminoluciferin cleavage, luminescence. inhibition, % at 10 µM. 330,000 compounds, 1.2% hits. AID 2540; in the data active means inhibition above about 50%
# Starred values were filed as active, the others as inactive; / = no result given.
[1] CCN(CC)S(=O)(=O)c1ccc2c(c1)oc(=O)n2CC(=O)N(C)C1CCCCC1
[2] COCCCNC(=O)c1cc2c(=O)n3cc(C)ccc3nc2nc1NCC1CCCO1 (stereo not given)
[3] Cc1ccc(Sc2cc(C(=O)NCCCN(C)C)c3ccccc3n2)cc1
[4] COc1ccc(N2C(=O)N3[C@H](c4cccc(C)c4)[C@@H]4C(=O)N(Cc5ccccc5)C(=O)[C@@H]4[C@]3(Cc3ccccc3)C2=O)cc1
[5] CC1(C)Cc2c(sc3c2c2ncnn2c2nnc(SCC(=O)NCc4ccco4)n32)CO1
[6] CNc1nc2c(c(=O)[nH]c(=O)n2C)n1CCCc1ccccc1
[7] NC(=O)c1cc(NC(=O)COC(=O)CCCN2C(=O)c3cccc4cccc(c34)C2=O)cc(C(N)=O)c1
[8] CCC1CCc2sc(C(=O)NCC(c3ccc(OC)cc3)N3CCCC3)cc2C1 (stereo not given)
Compound	1	2	3	4	5	6	7	8
HKDC1 inh	-1.2	/	-0.5	-7.9	-5.1	-3.7	1.7	1.8
SENP7 inh	-2.7	10.5	-13.1	12.1	5.5	4.4	-0.5	5.5
UBC13 polyUb	-4.3	5.1	-0.3	-29.6	-2.6	4.1	0.7	8.9
beta cell repl	-1.0	0.0	-6.0	-2.6	-1.2	-0.6	-3.5	-5.9
SENP1 FRET inh	0.5	/	1.1	/	0.9	1.8	-1.4	-5.6
SENP6 inh	0.6	2.6	1.4	-3.6	-4.0	-9.7	0.0	-10.8
PfGluPho inh	-14.8	/	-4.3	8.9	-2.0	11.6	-13.9	9.7
SENP8 block-1	0.9	/	8.3	/	5.3	14.9	-281.8	-23.3
SENP8 block-2	6.2	2.1	-11.0	-3.3	-1.6	2.9	-1.2	-8.4

# Part of the list above, reduced to UBC13 polyUb and SENP7 inh:
No.	Structure	UBC13 polyUb	SENP7 inh
3	Cc1ccc(Sc2cc(C(=O)NCCCN(C)C)c3ccccc3n2)cc1	-0.3	-13.1
5	CC1(C)Cc2c(sc3c2c2ncnn2c2nnc(SCC(=O)NCc4ccco4)n32)CO1	-2.6	5.5

# The list continues.
[9] O=C(/C=C/Nc1ccc(Br)cc1F)c1ccccc1
[10] CC(C)CC1Nc2ncnc(N3CCN(c4ccccc4)CC3)c2N(Cc2ccc(Br)cc2)C1=O (stereo not given)
[11] Cc1ccc(C(=O)N(CC(=O)NC2CCCC2)c2cccc(F)c2)s1
[12] CCCCOCCCNC(=O)C1c2ccccc2Oc2ccccc21
[13] O=c1c2c3c(sc2ncn1/N=C/c1ccc([N+](=O)[O-])o1)CCCC3
[14] Cc1ccc(CNC(=O)[C@]2(C)CCC[C@@]3(C)C4CC[C@@]5(C)C[C@]4(CCC32)CC5=O)cc1 (stereo not given in full)
[15] COc1cc(OC)c(C(=O)OCC(=O)Nc2ccccc2Cl)cc1OC
[16] CSCc1cc(N2CCOCC2)nc(SCc2ccc(Cl)cc2Cl)n1
Compound	9	10	11	12	13	14	15	16
HKDC1 inh	-12.3	-0.6	1.2	-5.9	24.7	-3.4	-4.1	3.3
SENP7 inh	99.6*	-3.9	-9.2	-1.5	7.0	-1.3	0.1	-6.9
UBC13 polyUb	-10.3	-12.4	-1.4	-3.8	18.4	-4.5	-1.5	9.8
beta cell repl	-5.8	-5.6	0.5	-1.6	-7.5	-5.2	-0.5	-4.0
SENP1 FRET inh	-15.6	-3.3	-0.7	0.0	2.0	2.1	1.1	0.4
SENP6 inh	93.9*	1.3	-4.3	2.8	6.8	-4.9	-24.7	6.6
PfGluPho inh	16.2	8.6	-19.7	-5.2	38.4	7.4	-4.6	35.0
SENP8 block-1	-26.9	-9.1	14.2	17.4	29.4	8.0	-12.7	12.1
SENP8 block-2	93.6*	4.6	-3.8	11.0	-1.6	-15.2	9.4	3.7

# Looked up one by one from above (three):
[9] O=C(/C=C/Nc1ccc(Br)cc1F)c1ccccc1
[12] CCCCOCCCNC(=O)C1c2ccccc2Oc2ccccc21
[14] Cc1ccc(CNC(=O)[C@]2(C)CCC[C@@]3(C)C4CC[C@@]5(C)C[C@]4(CCC32)CC5=O)cc1 (stereo not given in full)
Compound	9	12	14
HKDC1 inh	-12.3	-5.9	-3.4
SENP7 inh	99.6*	-1.5	-1.3
UBC13 polyUb	-10.3	-3.8	-4.5
beta cell repl	-5.8	-1.6	-5.2
SENP1 FRET inh	-15.6	0.0	2.1
SENP6 inh	93.9*	2.8	-4.9
PfGluPho inh	16.2	-5.2	7.4
SENP8 block-1	-26.9	17.4	8.0
SENP8 block-2	93.6*	11.0	-15.2

# Records listed above printed as active in SENP6 inh:
nr | Molecule | HKDC1 inh | SENP7 inh | UBC13 polyUb | SENP1 FRET inh | SENP6 inh | PfGluPho inh
9 | O=C(/C=C/Nc1ccc(Br)cc1F)c1ccccc1 | -12.3 | 99.6* | -10.3 | -15.6 | 93.9* | 16.2

# (continued)
[17] CC(=O)n1cc(/C=N/NC(=O)c2cccc(O)c2)c2ccccc21
[18] CCN(CC)S(=O)(=O)c1ccc(N2CC(C(=O)NCCc3c[nH]c4ccccc34)CC2=O)cc1 (stereo not given)
[19] COc1ccccc1NS(=O)(=O)c1cc(NC(=O)Cn2cnc3c2c(=O)n(C)c(=O)n3C)ccc1C
[20] c1cc(-c2nnc3sc(C4CCCCC4)nn23)ccn1
[21] Cn1c(-c2sc3cc(C(F)(F)F)cnc3c2-c2ccccc2)n[nH]c1=S
[22] CCOc1cc(/C=N\NC(=O)OC(C)(C)C)ccc1OC(=O)c1ccco1
[23] CN1CCc2c(sc3c2C(=O)NC(c2ccccc2)N3)C1 (stereo not given)
[24] CC(C)c1ccc(CNc2c([N+](=O)[O-])c(=O)oc3ccccc23)cc1
Compound	17	18	19	20	21	22	23	24
HKDC1 inh	-1.0	-1.1	-9.1	3.8	-0.3	-3.3	-3.3	-6.3
SENP7 inh	-3.0	9.4	-9.6	4.7	7.4	0.1	2.1	2.0
UBC13 polyUb	2.9	-0.3	-5.4	6.8	-4.7	-7.8	-7.9	8.9
beta cell repl	-2.5	2.5	-4.5	9.0*	-3.0	-4.0	-1.1	4.7
SENP1 FRET inh	1.1	1.0	2.4	1.8	31.9*	2.6	-24.9	0.5
SENP6 inh	-22.6	-8.5	-33.2	-8.9	-24.0	-29.8	12.0	-1.4
PfGluPho inh	23.1	12.9	-11.3	-12.0	27.8	4.5	17.8	-6.2
SENP8 block-1	-18.0	0.2	20.9	10.8	-89.9	3.6	-297.7	17.6
SENP8 block-2	-4.0	-0.9	-9.0	4.1	-2.6	-2.8	4.2	-1.9

[25] O=c1oc2ccc(Cl)cc2cc1-c1nnc(Nc2cccc(C(F)(F)F)c2)s1
[26] CCc1ccc(N(CC(=O)NC2CCCCC2)C(=O)CCC(=O)Nc2ccccn2)cc1
[27] CC(=O)N1CCN(S(=O)(=O)c2ccccc2)C1c1ccccc1 (stereo not given)
[28] N#CC1=C(N)SC(N)=C(C#N)C1c1ccoc1
[29] COc1ccc(NC(=O)c2ccc(C#CC(C)(C)O)cc2)cc1
[30] COc1ccc(NC(=O)COC(=O)CCNS(=O)(=O)c2ccc(Cl)cc2)cc1
[31] Cc1ccc2[nH]c3c(c2c1)CCN1C(=O)OC(C)(C)C31C (stereo not given)
[32] COCCCNC(=O)c1ccccc1N(Cc1ccccc1)S(=O)(=O)c1ccccc1
Compound	25	26	27	28	29	30	31	32
HKDC1 inh	-6.4	4.0	4.0	/	-6.4	1.2	-3.3	-6.2
SENP7 inh	-3.3	-2.6	-1.4	6.7	4.1	5.1	-3.6	-1.9
UBC13 polyUb	-48.3	4.5	-5.5	31.4	-5.1	-2.5	-5.6	1.7
beta cell repl	2.6	8.4	-2.2	-1.5	0.0	-2.1	-2.3	0.7
SENP1 FRET inh	-42.2	0.7	1.1	/	1.9	1.9	1.3	-0.5
SENP6 inh	-9.1	-27.7	12.1	19.0	9.9	-6.9	-11.4	-2.3
PfGluPho inh	-13.2	-1.9	-5.5	/	-6.3	-3.0	-0.1	8.2
SENP8 block-1	-55.4	13.8	33.1	/	17.8	-3.6	1.2	8.7
SENP8 block-2	-1.2	-3.7	5.6	7.6	-1.2	2.7	12.8	0.3

[33] COc1ccc(CCNC(=O)CS(=O)(=O)c2cn(CC(=O)N3CCCC3)c3ccccc23)cc1OC
[34] S=C1NCCC12C(=S)Nc1ccccc12 (stereo not given)
[35] O=C(c1cccc(S(=O)(=O)Nc2ccc(Br)cc2)c1)N1CCC1
[36] Cc1cccc(N2C(=O)c3cccc4c(N(C)CCO)ccc(c34)C2=O)c1
[37] COc1ccc(C(=S)N2CCN(S(=O)(=O)c3ccccc3)CC2)cc1
[38] CCn1c(C)c(C(C)=O)c(N2CCN(C(c3ccccc3)c3ccccc3)CC2)nc1=S
[39] CCCCN(CC(O)COc1cccc(C)c1)CC(O)COc1cccc(C)c1 (stereo not given)
[40] CCC(C)(C)C1CCc2[nH]nc(C(=O)NC(C)C)c2C1 (stereo not given)
Compound	33	34	35	36	37	38	39	40
HKDC1 inh	22.0	0.6	-3.4	26.2	-0.8	-6.8	8.1	-5.2
SENP7 inh	2.2	0.9	1.8	6.3	-0.8	4.5	4.2	-7.4
UBC13 polyUb	4.8	-1.0	-1.0	-165.1	5.6	18.6	7.6	4.6
beta cell repl	3.1	-3.1	0.2	3.7	0.5	-5.5	-7.0	-5.1
SENP1 FRET inh	-0.8	3.5	0.5	-25.4	2.7	-79.5	-0.7	0.4
SENP6 inh	14.0	-12.6	6.5	3.8	2.8	-7.6	-1.8	1.0
PfGluPho inh	41.9	31.3	-7.5	21.9	10.0	7.2	12.5	9.8
SENP8 block-1	15.1	7.1	7.4	-259.3	9.0	-2.7	2.5	18.7
SENP8 block-2	3.3	9.0	0.4	9.4	-1.4	0.9	6.4	3.4

[41] CCCCOC(=O)C1C2C=CC3(CN(CCc4ccccc4)C(=O)C13)O2 (stereo not given)
[42] C/C(=N\OCC(=O)NCC(F)(F)F)c1cc2ccccc2o1
[43] O=C(O)CC1SC(N/N=C/c2ccc(Br)cc2)NC1=O (stereo not given)
[44] CC(C)CNC(C)C(=O)Nc1ccc(S(N)(=O)=O)cc1 (stereo not given)
[45] COc1ccc(-c2csc(NC(=O)c3ccccc3S(C)(=O)=O)n2)cc1
[46] COc1ccc(OC)c(NC(=O)CSc2nnc(-c3ccco3)n2-c2ccc(C(=O)O)cc2)c1
[47] Cn1c(C(=O)O)c(CC(=O)NCC2COc3ccccc3O2)c2ccccc21 (stereo not given)
[48] O=C(CSc1ccc2c(c1)OCCO2)NCCc1ccc(Cl)cc1Cl
Compound	41	42	43	44	45	46	47	48
HKDC1 inh	1.9	12.5	-6.2	-5.4	-3.6	0.0	-3.6	-8.3
SENP7 inh	7.8	1.6	3.2	3.0	-4.5	1.8	2.8	2.5
UBC13 polyUb	-8.0	8.8	-13.4	-9.1	-10.2	-8.8	0.4	8.1
beta cell repl	-1.5	1.1	-2.5	4.1	-4.6	-0.9	-2.2	0.0
SENP1 FRET inh	1.6	4.7	3.8	-2.0	1.8	1.4	1.6	-0.6
SENP6 inh	-7.3	-3.8	-5.2	-24.9	6.2	-4.2	-11.0	-8.4
PfGluPho inh	8.0	-6.2	-3.1	-6.7	1.0	8.1	16.8	-0.3
SENP8 block-1	17.4	6.3	17.0	4.8	-0.4	4.0	18.0	3.5
SENP8 block-2	-9.5	-0.3	1.6	-1.7	-2.1	-0.4	0.1	1.7
